b-catenin transl – modulators of beta-catenin nuclear translocation, primary screen, imaging, HeLa cells, immunofluorescence, high-content | hit rate 0.3% among 190,000 | nuclear translocation activity, % at 5 µM;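 active means nuclear translocation activity above 50% at 5 µM, with a well cell count of 50 or more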;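 further: per-cell ratio of nuclear to cytoplasmic median beta-catenin stain intensity; plate controls were DMSO negative control for no effect and GSK-3 inhibitor IX positive control for full effect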
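assay system = human HeLa cells, endogenous beta-catenin | times = compound treatment 24 h, 37°C, 5% CO2 | detection = Anti-beta-catenin immunofluorescence on PFA-fixed, Triton-permeabilized cells, DAPI nuclei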
Autophagy mod – autophagy modulators in MEF cells, primary screen, imaging, high-content, MEF GFP-LC3; calls only at 10 µM (by protocol); MEF GFP-LC3 puncta imaging; test concentration mostly 10 µM; AID 463193, 2010; hit rate 0.98% among 190,000;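 active means percentage of spot-positive cells more than 3 SD above its plate mean, without a fluorescence outlier flag or 80% toxicity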;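 further: spot-positive cell cutoff set from DMSO-treated cells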
Dynein cargo inh – inhibitors of GR-EGFP nuclear translocation, primary screen, dynein cargo transport inhibitor project, imaging, high-content, 3617.4 mouse cells; hit rate 0.47% among 220,000; z-score, hits read low; test concentration mostly 20 µM; stimulated with dexamethasone, 1 µM; hits give low values;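 active means plate z-score of nuclear minus cytoplasmic receptor signal below a set negative limit, without overly bright fluorescence or cell loss, cut at about -3.5 in these data, passing the limit was not always enough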;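 further: z-score of nuclear minus cytoplasmic ring GR-EGFP intensity difference per well; some compounds called inactive have numbers as strong as hits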
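Also added: dexamethasone, 1.0 µM final. Medium: tet-free, stripped-serum medium. Detection: fixed, Hoechst-stained cells imaged at 10x for EGFP. Read-out: nuclear-to-cytoplasmic GR-EGFP distribution per well. Times: induction 48 h, compound 1 h, agonist 30 min.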
Hep lipid drop – inhibitors of hepatocyte lipid droplet formation, primary screen, imaging, high-throughput imaging, BODIPY stain; hit rate 0.4% among 240,000; inhibition, % at 6.5 µM; AML12 mouse hepatocytes, oleate lipid droplets;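 active means lipid droplet intensity inhibited by at least 50%, with more than 500 cells counted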
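Technique: fluorescence imaging, 20x objective, two fields per well / Assay system: AML12 hepatocytes (mouse) / Measure: % inhibition of lipid droplet signal / Doses: 6.5 µM single-point dosing / Incubation: overnight exposure / Reagent: 100 µM oleic acid challenge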
ER stress rescue – rescue of cells from ER stress-induced death, primary screen, 384-well, CSM14.1, thapsigargin, ATP luminescence (AID 1222); one-dose cellular ATP content (survival), % at 20 µM; EC50 in µM for titrated hits; CSM14.1 thapsigargin-induced death rescue, ATP luminescence; higher % means a stronger effect; 190,000 tested, under 10 active;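 active means EC50 below 50 µM in the dose-response confirmation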;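 further: death triggered by thapsigargin at about 15 µM added after 2 h compound pretreatment; cell ATP read after overnight thapsigargin exposure of roughly 18 to 22 hours; normalized against plate controls of thapsigargin alone and 5% DMSO vehicle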
WT yeast gro inh – growth inhibition of WT strain, primary screen, mitochondrial fusion inhibitor project, WT and mutant strains, chemical genetic; mitochondrial fusion phenotypic screen; inhibition, % at 10 µM; hit rate 2.1% among 190,000; AID 1362, 2008; in the data active means inhibition above about 58%; tested in S. cerevisiae
XIAP displacement – XIAP antagonists, biochemical, IAP family, fluorescence polarization (AID 1018) | XIAP BIR domain, fluorescence polarization peptide displacement; higher % means a stronger effect | displacement, % at 20 µM, or IC50 in µM where a hit was titrated | hit rate 0.007% among 200,000; in the data active means displacement above about 50%; further: a part of the inactive calls stands beside numbers as strong as those of hits
MT stabilizer – microtubule stabilizers in HeLa cells, primary screen, imaging, high-content imaging | HeLa tubulin immunostaining HCS, 24 h; share of cells brighter than vehicle mean+2SD | % tubulin-high responders, % at 10 µM | hit rate 0.83% among 200,000 | AID 2205, 2009;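 active means plate Z-score above 3 for both tubulin-high and condensed-nucleus cell shares, with cell loss under 80%, at 10 µM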;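 further: anti alpha tubulin signal scored within the nucleus-defined area of each cell; some results filed as inactive read as strong as hits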
Ins promoter up – insulin promoter activators in MIN6 cells, imaging, high-content screening, mouse beta cells; z-score at 5 µM; MIN6 insulin promoter-GFP reporter; hits give high values; hit rate 0.3% among 190,000; AID 1625, 2009;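 active means z-score above 3 at 5 µM with at least 500 cells counted in the well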
WT yeast gro inh mutant strain – also measured in WT yeast gro inh; calls as there; inhibition, %; mitochondrial fusion phenotypic screen, mutant strain inhibition
Dynein cargo inh cytoplasmic EGFP – recorded beside Dynein cargo inh, whose call it bears; z-score; measured here: cytoplasmic GR-EGFP intensity; hits give high values
Dynein cargo inh nuclear GR-EGFP – also measured in Dynein cargo inh; calls as there; z-score; measured here: nuclear GR-EGFP intensity;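 lower value marks the stronger effect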
Dynein cargo inh cell count – recorded beside Dynein cargo inh, whose call it bears; z-score; measured here: cell count per field
Ins promoter up cell count – further read-out of Ins promoter up, marked with its call; cell count; measured here: cytotoxicity, nuclei count;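 total cells summed across four imaged fields per well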
Hep lipid drop cells 6.5 µM – second read-out of Hep lipid drop, no call of its own (marks repeat the call); cell count; measured here: cell count, cytotoxicity flag;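 cells counted across two imaged fields per well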
b-catenin transl cell count 5 µM – also measured in b-catenin transl; calls as there; cell count; measured here: cell count, cytotoxicity flag
MT stabilizer Hoechst-high % – also measured in MT stabilizer; calls as there; % Hoechst-high responders; measured here: nuclear condensation Hoechst responders;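 share of cells brighter than vehicle mean plus two SD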
MT stabilizer cytotoxicity % – also measured in MT stabilizer; calls as there; toxicity, %; measured here: cytotoxicity by cell density;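 0% = mean cell density of plate MIN control wells and 100% = no cells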
Autophagy mod cell loss 18 h – also measured in Autophagy mod; calls as there; toxicity, %; measured here: cell loss, nuclei count;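 cell loss after 18 h compound exposure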
Starred values were filed as active, the others as inactive; i = inactive; . = not tested or not shown.

SMILES | b-catenin transl | b-catenin transl cell count 5 µM | Autophagy mod | Autophagy mod cell loss 18 h | Dynein cargo inh | Dynein cargo inh cytoplasmic EGFP | Dynein cargo inh nuclear GR-EGFP | Dynein cargo inh cell count | Hep lipid drop | Hep lipid drop cells 6.5 µM | ER stress rescue | WT yeast gro inh | WT yeast gro inh mutant strain | XIAP displacement | MT stabilizer | MT stabilizer Hoechst-high % | MT stabilizer cytotoxicity % | Ins promoter up | Ins promoter up cell count
C/C(N)=C(/C#N)C(=O)CSc1nc2ccccc2c(=O)n1-c1ccc(C)cc1 | -0.6 | 1148 | i | 12 | 0.56 | 0.54 | 0.11 | -1.2 | -2 | 693 | -2.0% | -6 | -28 | -6.4% | 2.7 | 2.4 | 2.8 | -0.23 | 1457
O=C(Nc1ccc(S(=O)(=O)N2CCc3ccccc3C2)cc1)C1CCCO1 (stereo not drawn) | -1.0 | 958 | i | 22 | 0.96 | -0.29 | 0.46 | 1.3 | 6 | 706 | -1.6% | -9 | -24 | -4.1% | 2.6 | 2.3 | 4.4 | 0.48 | 1493
O=C(CC1Nc2ccccc2NC1=O)Nc1cc(Cl)cc(Cl)c1 (stereo not drawn) | . | . | i | -2 | 0.9 | -0.044 | 0.44 | -0.53 | 10 | 751 | -1.6% | 1 | -6 | -3.6% | 2.8 | 1.1 | 8.4 | . | .
COc1cccc(Cn2cccc(NC(=O)Nc3cccc(C#N)c3)c2=O)c1 | -0.4 | 1255 | . | . | 0.92 | -0.097 | 1.2 | -1.2 | -1 | 691 | . | . | . | . | . | . | . | 0.38 | 932
O=C(OCC(=O)N1CCCC1)c1ccc(OC(F)(F)F)cc1 | -1.3 | 1072 | i | 3 | -0.21 | -0.35 | 0.12 | 0.62 | -2 | 721 | -0.2% | -7 | 5 | -13% | 6.0 | 2.6 | 11 | 0.98 | 1319
O=C(C/C=N/OCc1c(Cl)cccc1Cl)c1cnc(-c2ccccc2)s1 | -2.4 | 1576 | i | 3 | -0.46 | -0.16 | -0.43 | 0.63 | . | . | -0.8% | 17 | -23 | -24% | 1.2 | 1.5 | 4.5 | 0.71 | 1518
COc1ccc(CCN2C(=S)N(C)C(=O)C2CC(=O)Nc2ccc(OC)cc2)cc1 (stereo not drawn) | 1.4 | 1438 | i | -12 | 0.25 | -0.17 | 0.1 | -0.76 | -23 | 674 | -2.9% | 0 | -10 | -7.8% | 2.1 | 1.8 | 3.7 | . | .
O=C(NC1CCCCCC1)c1ccc(CN2CCOCC2)cc1 | -0.7 | 1413 | i | 6 | 1.2 | -0.21 | -0.47 | -0.61 | . | . | -1.5% | 12 | -29 | -7.7% | 2.6 | 0.9 | 5.8 | -0.41 | 1376
CS(=O)(=O)c1ccc2nc(NC(=O)c3cc4ccccc4o3)sc2c1 | -5.6 | 1182 | i | -4 | 0.042 | 0.58 | 0.49 | 0.034 | 8 | 754 | -5.9% | -20 | -8 | -12% | 1.2 | 1.5 | 2.8 | -0.54 | 843
Cc1cc(NC(=O)COC(=O)c2oc3c(Cl)cccc3c2C)no1 | -2.3 | 531 | i | -8 | -0.26 | -0.2 | -0.011 | 0.21 | 4 | 718 | -0.2% | 6 | 1 | -10% | 1.0 | 1.4 | 14 | 0.23 | 1349
CCN1CCN(c2cc(C)c3cc(NC(=O)Cc4ccccc4OC)ccc3n2)CC1 | -0.4 | 1110 | i | 17 | -1.2 | -0.08 | 0.13 | 0.55 | -16 | 605 | -1.1% | -10 | 2 | 0.4% | 3.0 | 2.0 | 4.6 | -4.9 | 637
COc1ccc(NS(=O)(=O)c2cccc(C(=O)N/N=C/c3cn(-c4ccccc4)nc3-c3ccccc3)c2)cc1 | -0.7 | 1312 | . | . | -0.4 | -0.82 | -0.4 | -0.13 | 8 | 647 | . | . | . | . | . | . | . | -0.57 | 961
O=C(CSc1nnnn1Cc1ccccc1)NCCc1ccccc1 | . | . | i | 11 | 0.09 | -0.1 | 0.49 | 0.12 | -5 | 668 | -1.6% | -2 | 8 | -14% | 3.9 | 3.1 | 4.0 | 1.6 | 1236
O=C(c1ccccc1Br)N1CCN(c2ccccc2)CC1 | . | . | i | -1 | -0.16 | -0.25 | -0.37 | 1.4 | 8 | 685 | . | 12 | 14 | 0.2% | 3.5 | 2.4 | 9.3 | -0.6 | 1251
Cc1cc(C)cc(OCC(=O)O/N=C(\N)c2ccccc2Cl)c1 | -0.9 | 1285 | . | . | -0.52 | -0.22 | 0.16 | 1.2 | 33 | 697 | . | . | . | . | . | . | . | 0.16 | 1087
CCN(CC)C(=O)c1cc2cc(Br)ccc2oc1=O | -1.4 | 1027 | i | -1 | -0.94 | -0.24 | -0.62 | 0.34 | 1 | 726 | . | 1 | 1 | -1.0% | 2.1 | 0.6 | 27 | -0.77 | 1240
Cc1cccc(-n2c(O)c(C=NCc3ccccn3)c3ccccc3c2=O)c1 | 1.1 | 933 | i | 8 | 0.2 | -0.22 | 0.39 | -0.36 | 0 | 661 | -2.4% | -3 | 12 | -4.8% | 1.8 | 2.7 | 6.3 | -0.18 | 1334
COc1ccc(C2CCCN2C(=O)Nc2ccc(F)cc2)cc1OC (stereo not drawn) | 0.6 | 517 | i | 16 | 0.16 | -0.14 | 0.84 | 0.28 | -2 | 745 | -2.7% | -14 | 0 | -0.2% | 4.2 | 1.9 | 2.4 | 0.03 | 1406
Cc1cc(NC(=O)CCc2ccc(S(=O)(=O)N3CCOCC3)cc2)n(-c2ccccc2)n1 | -2.9 | 1271 | i | 5 | 0.08 | -0.25 | 0.32 | 2 | -27 | 698 | -0.4% | -22 | 14 | -17% | 1.1 | 0.7 | 14 | -3.6 | 585
CN(c1ccccc1)S(=O)(=O)c1cccc(NC(=O)CSc2ncc(C(F)(F)F)cc2Cl)c1 | 0.9 | 863 | i | -3 | -0.6 | -0.029 | -0.55 | 0.53 | -8 | 652 | -2.3% | 3 | -14 | -10% | 2.2 | 4.3 | 9.0 | . | .
CCC(C)[C@@H](C(=O)N1CCNCC1)n1cc(CCCCN)nn1 (stereo partly drawn) | -0.6 | 1174 | i | -2 | -0.33 | -0.27 | 0.075 | 0.48 | -2 | 688 | 1.9% | 3 | 0 | -0.6% | 3.4 | 1.7 | 7.2 | 0.14 | 1421
Cc1ccc(-n2c(-c3ccncc3)n[nH]c2=S)cc1 | 0.2 | 1112 | i | -7 | -0.26 | -0.34 | -0.11 | -0.22 | -9 | 723 | -1.0% | -21 | 2 | -8.1% | 5.9 | 2.3 | 5.0 | -0.04 | 1112
Cc1ccc(N=CC2=C(O)CC(c3ccco3)CC2=O)cc1 (stereo not drawn) | 0.4 | 1449 | i | -3 | -0.29 | -0.18 | -0.8 | -1 | . | . | -0.8% | 10 | 36 | -4.8% | 2.7 | 1.7 | 7.8 | 0.1 | 1592
CCCCCCC(=O)NNC(=O)c1c(O)c2ccccc2n(CC)c1=O | 0.4 | 1124 | i | 20 | -0.3 | -0.38 | 0.18 | 0.94 | 11 | 731 | -0.1% | -10 | -22 | -1.3% | 2.8 | 3.4 | 5.7 | 0.13 | 1303
CC(C)(C)c1ccc(C(CC(=O)O)NC(=O)Cc2ccc(F)cc2)cc1 (stereo not drawn) | -0.1 | 1125 | i | 12 | -0.41 | -0.29 | -0.17 | 0.13 | 18 | 745 | -0.6% | 4 | 8 | -4.8% | 4.5 | 1.3 | 8.3 | . | .
The listing continues:
SMILES | b-catenin transl | b-catenin transl cell count 5 µM | Autophagy mod | Autophagy mod cell loss 18 h | Dynein cargo inh | Dynein cargo inh cytoplasmic EGFP | Dynein cargo inh nuclear GR-EGFP | Dynein cargo inh cell count | Hep lipid drop | Hep lipid drop cells 6.5 µM | ER stress rescue | WT yeast gro inh | WT yeast gro inh mutant strain | XIAP displacement | MT stabilizer | MT stabilizer Hoechst-high % | MT stabilizer cytotoxicity % | Ins promoter up | Ins promoter up cell count
CCc1ccc(N2C(=O)c3sc4nnc(C)c(=O)n4c3C2=O)cc1 | -6.6 | 1040 | i | -8 | -0.82 | -0.19 | -0.2 | 0.53 | . | . | 1.8% | 2 | -7 | -4.5% | 4.0 | 1.6 | 5.4 | 0.6 | 1223
Nc1cccc(S(=O)(=O)c2cccc(N)c2)c1 | -1.3 | 833 | i | 3 | -0.43 | -0.2 | -0.22 | 0.48 | . | . | -0.9% | 7 | -23 | -2.4% | 2.3 | 1.7 | 10 | 0.13 | 1111
CSc1cccc(NC(=O)Nc2ccc(Cl)cc2)c1 | -0.1 | 1379 | i | 0 | 1.2 | -0.24 | -0.5 | 0.33 | . | . | -1.7% | 8 | -13 | 0.4% | 1.2 | 1.7 | 7.0 | -1.1 | 1198
CCSc1nc(C2CC2)cc(-c2ccco2)c1C#N | -8.0 | 1246 | i | 2 | -0.18 | -0.045 | 0.21 | 0.61 | -5 | 764 | -0.6% | 18 | 5 | -4.9% | 2.6 | 2.1 | 5.6 | -0.17 | 968
C1CCC(n2nnnc2CN2CCCC2)CC1 | -0.2 | 786 | i | 2 | -0.1 | -0.19 | -0.23 | 0.31 | . | . | -0.9% | 10 | 18 | -0.2% | 2.0 | 1.8 | 8.2 | -0.55 | 1261
COc1cc(/C=C(\C#N)C(=O)NCCc2ccccc2)cc(OC)c1O | -0.5 | 1123 | i | 5 | -0.24 | -0.31 | -0.0015 | 0.23 | 27 | 656 | -3.6% | -10 | -2 | -0.7% | 2.5 | 2.2 | 3.1 | -0.63 | 1292
